Source: PubChem BioAssay
MITF TRPM1 HTS = MITF TRPM1 promoter activation in melanoma cells. SK-MEL-5 TRPM1-promoter luciferase, 24 h; % of positive control, neutral wells = 0. activation, % at 12.5 µM. 300,000 compounds, 0.75% hits. AID 588334;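 active means mean activation of at least 80% with every replicate also reaching 80%; inconclusive means mean reaches 80% but some replicate falls short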;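 further: 0% = neutral control wells and 100% = parthenolide positive control wells; values of inactives mirror those of a sister screen read the other way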
PKA-R2B activ = PKA-R2B complex activation. PKA-R2B holoenzyme dissociation, Cy5-IP20 fluorescence polarization; R2B truncated from residue 108, S112A mutant; 0% DMSO only, 100% 113 µM cGMP. activation, % at 11.4 µM. P22694+P31323. 340,000 compounds, 0.079% hits. AID 504700;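 active means activation above a cutoff set at the mean over all compounds plus 3 SD, cut at about 18% in these data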;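 further: higher means more holoenzyme dissociation and a rise in polarization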
CDK5 p35 inh = inhibitors of human CDK5/p35 kinase. inhibition, % at 10 µM. Q00535+Q15078. Recombinant CDK5/p35, ADP-Glo luminescence, 60 min. 330,000 compounds, 0.01% hits;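 active means highest replicate inhibition of at least 50% and at least 75% of replicates reaching 50%; inconclusive means only one of the two criteria met; inactive means both criteria failed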;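 further: plate controls were DMSO neutral control for no effect and GW8510 at 10 µM for full effect; many of its hits are not listed in these tables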
Target sequence (Q00535 whole entry, looked up): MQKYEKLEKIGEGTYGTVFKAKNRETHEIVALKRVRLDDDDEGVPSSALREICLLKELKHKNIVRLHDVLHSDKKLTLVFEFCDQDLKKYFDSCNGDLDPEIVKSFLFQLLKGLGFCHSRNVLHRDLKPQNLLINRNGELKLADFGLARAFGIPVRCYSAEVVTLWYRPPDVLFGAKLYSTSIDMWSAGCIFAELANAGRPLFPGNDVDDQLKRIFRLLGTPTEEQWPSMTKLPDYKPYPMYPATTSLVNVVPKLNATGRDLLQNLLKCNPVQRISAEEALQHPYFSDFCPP
Target sequence (Q15078 whole entry, looked up): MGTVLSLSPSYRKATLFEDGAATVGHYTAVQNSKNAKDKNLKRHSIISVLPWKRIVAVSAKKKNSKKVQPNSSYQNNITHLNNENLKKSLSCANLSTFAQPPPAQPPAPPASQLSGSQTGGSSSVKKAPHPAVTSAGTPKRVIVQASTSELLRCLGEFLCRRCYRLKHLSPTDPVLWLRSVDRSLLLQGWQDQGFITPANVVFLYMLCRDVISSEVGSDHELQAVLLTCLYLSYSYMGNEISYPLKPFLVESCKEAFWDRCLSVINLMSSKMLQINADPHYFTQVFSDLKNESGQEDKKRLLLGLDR
SR-BI DiI-HDL act = SR-BI HDL lipid transfer activation | CHO ldlA[mSR-BI] cells, DiI-HDL uptake fluorescence, 3 h; 100 = double the neutral-control signal | activation, % at 12.5 µM | 320,000 compounds, 0.096% hits | AID 504775;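 active means mean replicate activation of at least 60% and every replicate at or above 60%; inconclusive means mean or all-replicate condition met, but not both; inactive means mean below 60% and not all replicates reaching 60%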;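 further: 0% = median plate neutral-control signal and 100% = twice that signal; values of inactives mirror those of a sister screen read the other way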
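material = CHO ldlA[mSR-BI] cells | medium = Ham's F12 with 0.5% BSA, HEPES 25 mM, pH 7.4 | reagent = fluorescent DiI-HDL, 10 µg/mL final | compound dosing = single-point compound dose | incubation = 3 h, 37 °C | measured by = bottom-read fluorescence, 550/595 nm | measure = HDL uptake via cellular fluorescence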
SR-BI DiI inh = blocks mouse SR-BI lipid uptake from DiI-HDL | inhibition, % at 12.5 µM | AID 488896 | Q61009 | 320,000 compounds, 0.96% hits | ldlA[mSR-BI] CHO cells, DiI-HDL uptake fluorescence, 3 h;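 active means mean replicate inhibition of at least 70% and a set share of replicates each scoring 70 or more; inconclusive means meets just one of the two criteria; inactive means fails both criteria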;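 further: 0% = median of neutral control wells and 100% = median of positive control wells; values of inactives mirror those of a sister screen read the other way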
Target sequence (Q61009 whole entry, looked up): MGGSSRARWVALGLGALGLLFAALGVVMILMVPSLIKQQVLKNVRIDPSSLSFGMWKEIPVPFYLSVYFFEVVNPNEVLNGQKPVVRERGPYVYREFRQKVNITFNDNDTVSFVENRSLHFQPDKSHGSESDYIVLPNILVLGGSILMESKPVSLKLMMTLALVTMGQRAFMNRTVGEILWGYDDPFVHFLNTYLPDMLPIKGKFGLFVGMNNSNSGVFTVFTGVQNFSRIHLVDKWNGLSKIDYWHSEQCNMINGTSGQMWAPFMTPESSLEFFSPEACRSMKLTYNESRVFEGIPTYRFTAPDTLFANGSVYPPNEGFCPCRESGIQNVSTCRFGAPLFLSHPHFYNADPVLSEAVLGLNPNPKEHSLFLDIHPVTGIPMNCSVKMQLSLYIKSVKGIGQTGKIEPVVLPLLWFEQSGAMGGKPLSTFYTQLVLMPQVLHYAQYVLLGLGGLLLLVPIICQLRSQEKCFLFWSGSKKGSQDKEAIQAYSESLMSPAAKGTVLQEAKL
NSD2 HMT inh = blocks human histone methyltransferase NSD2. 310,000 compounds, 0.54% hits. NSD2 peptide methylation, AlphaScreen, 120 min. O96028. inhibition, % at 12.5 µM; in the data active means inhibition above about 50%
DSG3 Ab inh = inhibitors of pemphigus antibody binding to human desmoglein-3 | DSG3-coupled beads, scFv-anti-DSG3-GFP binding, flow cytometry; active compounds read low | binding (percent of control), % at 10 µM | 310,000 compounds, 0.48% hits;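 active means binding more than 3 SD below its plate's average and above zero; inconclusive means below that plate limit but binding exactly zero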;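 further: hits lower antibody fragment binding to DSG3; some compounds called inactive have numbers as strong as hits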
Arr AP2 block = human beta-arrestin and AP2 interaction inhibition. FITC-arrestin peptide / GST-AP2 beads, flow cytometry; AP2 beta2 appendage carries R879A mutation. inhibition, % at 10 µM. 340,000 compounds, 0.31% hits. AID 504490;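 active means inhibition above a set limit, near 3 SD of compounds lacking own fluorescence, cut at about 54% in these data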;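 further: plate controls were DMSO wells for no effect and 5 µM unlabelled arrestin peptide for full effect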
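System: GST-AP2 R879A glutathione beads; medium: PBS, Tween 20 0.05%, BSA 0.1%; reagent: fluorescein-tagged arrestin peptide at 50 nM final; schedule: pre-incubation 12 min, peptide binding 1 h, room temperature; detection: flow cytometry, FL1 (488/535 nm); read-out: inhibition as reduced fluorescein signal on beads, percent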
PKA-R1A activ = activates the PKA-R1A holoenzyme complex; 340,000 compounds, 0.083% hits; PKA-R1A dissociation, Cy5-IP20 fluorescence polarization; scaled: DMSO 0%, 113 µM cGMP 100%; activation, % at 11.4 µM;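 active means percent activation above the mean of all tested compounds plus 3 SD, cut at about 19% in these data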;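 further: higher means more PKAc released from R1A so a rise in polarization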
dFosB activator = activators of mouse delta FosB homodimer; purified delta FosB, TAMRA-CDK5 oligo fluorescence polarization; percent of positive-control signal above neutral wells; activation, % at 25 µM; 340,000 compounds, 0.99% hits;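 active means mean activation above about 17%, with every replicate also reaching it, limit read from the data, passing the limit was not always enough; inconclusive means only one of the two conditions met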;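 further: fluorescence polarization rise as delta FosB binds a TAMRA Cdk5 AP-1 oligo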
SUMO Mot1 rescue = inhibitors of SUMOylation pathway: yeast Mot1-301 growth rescue; S. cerevisiae Mot1-301 growth rescue, ATP luminescence, 38.5C; percent above DMSO median, 100 means doubled; 320,000 compounds, 1% hits; growth rescue, % at 18.8 µM;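 active means every valid replicate shows activation above 250% relative to neutral control wells; inactive means the rest, any valid replicate at or below 250%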;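 further: OY570 slx delta 5 strain wells were the positive control but not used for scaling; some compounds called inactive have numbers as strong as hits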
* marks the source's active call; other numbers are inactive results; ? = inconclusive; nt = no result given.

SMILES	MITF TRPM1 HTS	PKA-R2B activ	CDK5 p35 inh	SR-BI DiI-HDL act	SR-BI DiI inh	NSD2 HMT inh	DSG3 Ab inh	Arr AP2 block	PKA-R1A activ	dFosB activator	SUMO Mot1 rescue
COCC(=O)n1nc(-c2ccc(C)cc2)nc1NCc1ccc(F)cc1	48	-3	2.2	-3	3	-1	107	-10	1	-2	nt
COc1cc(CN2CCN(C(C)C)C(CCO)C2)ccc1OCc1ccccc1 (centres undefined)	19	-7	-1.5	-1	1	20	94	-7	-10	-9	14
Cc1cccc(N=C2NC(=O)/C(=C/c3cccnc3)S2)c1	nt	3	-2.2	5	-5	2	103	42	2	-4	9
Cc1ccc(NC(=O)CSc2nnc3ccccn23)cc1	23	1	0.1	3	-3	-2	81	-5	-2	6	-21
CCOc1ccc(C(=O)NC(=S)Nc2ccccn2)cc1[N+](=O)[O-]	?	-1	-1.2	12	-12	-2	101	7	-1	-5	-6
O=C(c1ccc(Cl)c(S(=O)(=O)N2CCOCC2)c1)N1CCCCC1	0	-8	1.9	16	-16	0	101	9	-2	0	-5
COCC(C)N=Cc1c(O)[nH]c2ccccc12 (centres undefined)	-8	2	1.0	17	-17	nt	98	-11	-14	1	-4
CC(=O)c1cccc(CN2CCC(n3nccc3NC(=O)CCc3ccccc3)CC2)c1	-2	-2	0.0	1	-1	-1	102	-4	-8	-6	-5
COc1cc(N)c(Cl)cc1C(=O)OCC(=O)NC(=O)NCc1ccco1	24	-5	-0.8	-39	39	2	95	-1	-3	3	-12
Cc1ccc(OCCC(=O)OCC(=O)N2c3ccccc3CC2C)cc1 (centres undefined)	-1	-9	0.0	17	-17	0	105	4	-10	4	14
O=C1OCCN1C(=O)[C@H]1[C@H](c2ccccc2)C(c2cccc(Cl)c2)=NN1c1ccccc1	1	-4	-0.7	-12	12	nt	95	-18	-8	-3	nt
CCN(CC)C(=O)CSc1nc2c(sc(=S)n2-c2ccccc2OC)c(=O)n1-c1ccccc1	-17	-1	-0.6	2	-2	1	104	-11	-8	0	1
C#CCOCCOCCOCCNc1nc(N2CCN(C(=O)[C@H](C(C)C)n3cc(CCO)nn3)CC2)nc(N2CCN(C(=O)[C@H](C)n3cc(CCCN=C(N)N)nn3)CC2)n1	3	-2	0.4	12	-12	nt	103	-2	1	-3	nt
O=C(/C=C/C(=O)N1CCc2ccccc2C1)N1CCc2ccccc2C1	9	-13	2.5	-19	19	1	96	0	-6	1	3
COc1ccccc1CNCC(=O)Nc1ccc(C#N)cc1	-1	-5	-0.8	4	-4	-2	107	-9	-8	-4	0
CCOc1ccc(NC(=O)CN(C)C(=O)C2COc3ccccc3O2)cc1OCC (centres undefined)	3	-6	1.4	-34	34	1	98	-15	3	-4	-14
O=C1CC(C(=O)Nc2cccc(Cl)c2)n2ncnc2N1 (centres undefined)	-2	2	0.0	10	-10	-3	103	19	1	-3	-1
CCC(=O)NC(C)c1cc(Cl)c2cccnc2c1O (centres undefined)	-18	1	1.6	17	-17	nt	103	2	0	-11	-24
CCn1c(CCNC(=O)c2cccs2)nnc1SCC(=O)Nc1ccc(Cl)cc1	1	0	-0.9	7	-7	-3	101	12	5	-1	-22
O=C(NCCc1nnc2ccc(NCC3CCCO3)nn12)c1ccccc1 (centres undefined)	-4	-9	0.9	26	-26	-1	93	5	-1	4	12
CCOC(=O)c1ccc(N2C(=O)CC(C(=O)OC)=C2C)cc1	-1	-3	-0.3	-6	6	5	100	7	-1	-8	-7
CC(C)c1cccc(C(C)C)c1NC(=S)Nc1cccc(Cl)c1	-6	-4	-0.1	-19	19	-1	nt	-12	7	-13	13
O=C(Nc1cccc2ccccc12)C1CCN(C(=O)Cc2ccccc2)CC1	-20	5	1.7	-21	21	2	105	6	3	-4	9
CCC1=C(OC(=O)N(CC)CC)N2C(=O)OC(=NCCOC)[C@]2(Cc2ccccc2)[C@H]2C1=CC[C@H]1C(=O)N(C)C(=O)[C@H]12	-2	-15	0.9	30	-30	nt	104	-6	-2	-3	-10
COc1ccc(CNC(=S)NCc2ccc(F)cc2)cc1	11	5	2.1	42	-42	0	97	6	-11	-6	4

New compounds follow.
SMILES	MITF TRPM1 HTS	PKA-R2B activ	CDK5 p35 inh	SR-BI DiI-HDL act	SR-BI DiI inh	NSD2 HMT inh	DSG3 Ab inh	Arr AP2 block	PKA-R1A activ	dFosB activator	SUMO Mot1 rescue
COc1ccc(OC)c(NC(=O)C2CCN(C(=O)c3cccs3)CC2)c1	8	-11	0.1	-41	41	-1	104	-1	-4	-2	23
CC(Oc1ccc(Br)cc1)C(=O)Nc1cc(S(=O)(=O)N2CCOCC2)ccc1N1CCCC1 (centres undefined)	-3	-3	-2.7	18	-18	-2	104	0	-11	-1	0
CN(Cc1ccccc1)C(=O)CCS(=O)(=O)c1ccc2c(c1)NC(=O)CS2	5	11	1.8	7	-7	5	89	-4	2	4	1
COc1cc(NS(=O)(=O)c2ccc(NC(=S)NC(=O)c3ccc(F)cc3)cc2)nc(OC)n1	1	-3	-1.6	nt	nt	1	120	-6	3	-7	-24
COc1cccc(CNS(=O)(=O)c2ccc(S(=O)(=O)N3CCCC3)cc2)c1	-1	-3	2.5	11	-11	-6	102	16	-5	-2	4
CC(Sc1nnc(CNC(=O)c2ccco2)n1C)C(=O)Nc1nccs1 (centres undefined)	15	-4	-0.1	5	-5	-1	92	24	1	-6	-2
O=C(Nc1ccc(F)cc1)C(c1ccccc1)N1CCN(CC(=O)N2CCOCC2)CC1 (centres undefined)	9	2	-0.8	6	-6	-1	nt	23	-3	-1	21
Cc1cc(C(F)F)nn1CC(=O)N1CCSCC1	13	-2	-0.5	29	-29	0	98	25	-10	0	152
CC(C)(C)C(=O)OCCNc1nc(-c2ccccc2)nc2ccccc12	5	-9	0.6	2	-2	-3	113	5	3	-10	1
O=C(Nc1cc([N+](=O)[O-])ccc1N1CCCC1)c1ccco1	10	1	1.1	21	-21	22	96	5	-2	0	nt
CCOc1ccccc1N(CC(=O)Nc1cccnc1)S(=O)(=O)c1ccc(C)cc1	2	-1	0.5	8	-8	2	106	-12	-12	-7	nt
CC(C)NS(=O)(=O)c1ccc(OCC(=O)N2CCCC2)c(Cl)c1	-3	2	0.3	-8	8	-4	99	35	-12	1	-4
Cc1ccnc(NC(=O)c2ccc(COc3ccc(Cl)cc3)o2)c1	40	-10	0.7	-3	3	34	95	5	-11	-14	0
Cc1cccc(C)c1CC(=O)N1CCOCC1	nt	-7	-1.0	11	-11	-3	115	1	-4	0	-4
Cc1oc(-c2ccccc2F)nc1CN1CCC(C(=O)NC2CCCc3ccccc32)CC1 (centres undefined)	nt	-4	-1.9	-24	24	-2	nt	-3	5	-12	-16
CCOc1ccc(CCNC(=O)COC(=O)c2cccc(OC)c2O)cc1OCC	2	8	-1.2	-10	10	1	99	47	1	-4	541*
COc1cccc(/C=C/C(=O)OCC(=O)NCc2ccc3c(c2)OCO3)c1	nt	4	0.2	20	-20	-1	nt	-12	-8	7	-10
O=C1OCCN1CCN(CN1C(=O)CCC1=O)CN1C(=O)CCC1=O	nt	1	-1.1	13	-13	7	91	0	-11	0	4
COc1ccc(NS(=O)(=O)c2cccc(C(=O)NNC(=O)COc3ccccc3)c2)cc1	-7	-15	3.7	12	-12	1	101	-2	-10	3	-4
CCOc1ccccc1N1CCN(C(=O)Nc2ccc(F)c(Cl)c2)CC1	nt	-6	2.4	-53	53	0	122	10	-9	1	-11
Cc1nc(Nc2nc(CSc3nc4ccccc4[nH]3)cc(=O)[nH]2)nc2ccccc12	-5	-7	-2.6	-16	16	-3	92	10	-6	0	-16
Cc1cc(Cl)c(OCCCCN2CCOCC2)c(Br)c1	-2	12	1.2	1	-1	5	127	27	-9	-8	147
O=C(O)CCC(=O)N1CC=C(c2ccccc2)CC1	6	-8	-2.0	21	-21	9	120	-9	-10	4	-15
CC(=O)N1N=C(c2cccs2)CC1c1cc2cc(C)ccc2nc1Cl (centres undefined)	nt	0	0.6	3	-3	1	nt	38	-7	1	-12
Cc1nc(Nc2ccc(C(=O)O)cc2)nc(Nc2ccc(C(=O)O)cc2)c1[N+](=O)[O-]	3	-10	-3.5	26	-26	nt	103	22	-10	0	-15

Following part.
SMILES	MITF TRPM1 HTS	PKA-R2B activ	CDK5 p35 inh	SR-BI DiI-HDL act	SR-BI DiI inh	NSD2 HMT inh	DSG3 Ab inh	Arr AP2 block	PKA-R1A activ	dFosB activator	SUMO Mot1 rescue
COc1ccccc1OCCNC(=O)CSC(=S)N1CCCC1	-6	6	-0.2	-1	1	5	95	-9	2	1	194
CCOC(=O)C1(CCCc2ccccc2)CCN(C(=O)CSC)CC1	4	6	-0.7	-14	14	2	97	-13	0	-9	9
CC(=O)Nc1cccc(NC(=O)CSc2nc(C)c(C)c(C)c2C#N)c1	-37	0	-2.1	nt	nt	0	107	-9	12	-5	-19
COc1cc(S(=O)(=O)N(Cc2cccnc2)Cc2cccc(OC)c2OC)ccc1-n1cnnn1	-5	3	-2.1	-16	16	16	96	5	-5	-11	5
Cc1ccc(C)c(NC(=O)CSc2c(C)n[nH]c2C)c1	-1	0	0.2	-15	15	1	96	-12	-9	3	-7
O=C(NNC(=O)c1ccccc1Br)c1ccc(Cl)cc1	21	1	1.8	-8	8	-2	100	12	-4	1	-8
O=C(COc1ccccc1)Nc1cccc(-c2nc3ccccc3[nH]2)c1	13	2	-0.4	-11	11	-2	103	9	-12	-21	-2
Cc1onc(-c2ccccc2)c1C(=O)Nc1cccc(C#N)c1	9	-14	0.0	-22	22	nt	110	18	-1	-9	-9
Cc1onc(-c2ccccc2Cl)c1C(=O)Nc1ccc(S(=O)(=O)NCC2CCCO2)cc1 (centres undefined)	4	-16	-1.1	-14	14	1	101	-2	-9	-12	-20
Nn1cnc2scc(-c3ccco3)c2c1=O	-8	8	-0.1	23	-23	6	81	12	-7	1	-18
CCCC(=O)Nc1cccc(NC(=O)c2ccccc2Br)c1	-7	-2	-3.9	-32	32	0	106	3	1	-2	0
O=C(CC(O)(c1ccccc1)c1ccccc1)Nc1ccccn1	0	4	2.0	-10	10	-1	91	10	5	-13	nt
c1cc(-c2nsc(-c3ccncc3)n2)ccn1	nt	-9	3.0	28	-28	-2	93	44	-11	-11	6
